Screening data from PubChem.
Imprint erasure = qHTS Assay for Compounds that Induce Erasure of Genomic Imprints | Potency, µM (doses to about 60.7 µM), without a hit: at the highest dose activity change, positive = activation, most hits filed as activators | mouse ES Peg3-LacZ reporter, beta-gal luminescence, 40 h | actives 0.02% (n = 110,000);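 note: 0% = negative control wells on the plate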
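Each well holds 300 Peg3LacZ-Neo (maternal) female ES cells incubated 40 h at 37C, 5% CO2. LacZ is measured by BetaGlo luminescence, with AC50 and maximum efficacy derived from dose-response curves.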
p53ts 39C tox = qHTS Screen for Compounds that Selectively Target Cancer Cells with p53 Mutations: Cytotoxicity of p53ts Cells at the Nonpermissive Temperature. H1299-p53A138V viability at 39C, ATP luminescence, 24 h. Potency, µM (doses to about 46.1 µM), without a hit: at the highest dose activity change, negative = cell killing, usual class: cytotoxic. actives 1.5% (n = 130,000); note: nearly all actives have a fitted effect of over 55% in size
p53ts 32C tox = qHTS Screen for Compounds that Selectively Target Cancer Cells with p53 Mutations: Cytotoxicity of p53ts Cells at the Permissive Temperature; actives 0.93% (n = 130,000); H1299-p53A138V at 32C, ATP luminescence viability, 24 h; Potency, µM (series often up to 46.1 µM), for the others: top-dose activity change, negative = cytotoxicity, hits mostly cytotoxic;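 note: 0% = DMSO and -100% = full killing by reference compound; nearly all actives have a fitted effect of over 55% in size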
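ATP-content luminescence (ATPlite) read-out after 24 h compound exposure at 32C in H1299-p53A138V cells (600/well). Tested up to 46 uM. Normalized to DMSO (0%) and 100 uM tamoxifen (100% killing); Hill-fit AC50.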
IkB sig inh = IkB Signaling; ABC-DLBCL IkBa-CBG/CBR dual luciferase ratio, 4 h; response scale: scaled: untreated 0%, proteasome inhibitor 100%; actives 0.04% (n = 110,000); AID 445, 2006; Potency, µM (highest dose often 57.1 µM), for the others: at the highest dose IkBa stabilization activation; active = well fitted curve in the direction sought with a large enough effect in the signal ratio, not every such curve was filed as active; inconclusive = small, poorly fitted or top-dose-only effect, or a change in a side signal; the % refers to the signal ratio;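 note: the direction sought is a rising ratio; 0% = basal untreated cells and 100% = reference inhibitor full response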
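Luminescence ratio of IκBα-fused green versus native red beetle luciferase in OCI-Ly3 cells, 4 h post-doxycycline with compound; red signal alone, scaled from basal (0%) to zero light (-100%), flagged nonspecific or cytotoxic effects.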
An asterisk follows results filed as active; [ ] = remark or other dose. Unless noted, calls come from the whole dose curve; as a rule, active = well fitted curve in the direction sought with a large enough effect; inconclusive = small, poorly fitted or top-dose-only effect, or another doubt; inactive = no such curve, though single readings can be large; an effect the other way counts as inactive or inconclusive. Unless noted, % is set by controls: 0 for no effect and ±100 for the full control effect; potency is the fitted concentration of half-maximal effect.

CCOC(=O)CSc1nc2ccc(NC(=O)COc3ccc(F)cc3)cc2s1 was read as Imprint erasure -2%[10.9 µM], p53ts 39C tox 6%, p53ts 32C tox -11% and IkB sig inh 16%.
Screening O=C(Nc1ccc(F)cc1)C1CCCN(S(=O)(=O)c2cccc3cccnc23)C1 (centres undefined) returned Imprint erasure -14%, p53ts 39C tox -7%, p53ts 32C tox -6% and IkB sig inh 0.7%.
`Cc1ccccc1NC(=O)CCOc1ccccc1` gave Imprint erasure -5%[10.9 µM], p53ts 39C tox 18%, p53ts 32C tox 3% and IkB sig inh inconclusive.
Screening CC(C)CN1CC[C@@]2(CCCN(C(=O)c3cc(C(F)(F)F)cc(C(F)(F)F)c3)C2)C1 returned p53ts 39C tox 0%, p53ts 32C tox -2% and IkB sig inh 6.0%[11.4 µM].
Screening COc1ccc(-c2c(C)c3cc(OC(=O)N4CCOCC4)ccc3oc2=O)cc1 returned Imprint erasure -13%[10.9 µM], p53ts 39C tox 1%, p53ts 32C tox -8% and IkB sig inh inconclusive.
For CCN(CC)S(=O)(=O)c1ccc(Nc2cc(C)nc3ncnn23)cc1 the results were Imprint erasure 10%, p53ts 39C tox -5%, p53ts 32C tox -13% and IkB sig inh 1.0%.
`COc1cccc(CNC(=O)CN2C(=O)N(c3ccc(C)cc3C)S(=O)(=O)c3ccccc32)c1OC` gave Imprint erasure -13%[10.9 µM], p53ts 39C tox 0%, p53ts 32C tox 15% and IkB sig inh inconclusive.
For COc1ccc(CNC(=O)c2cnn(-c3ccc(C)cc3)c2C2CCN(C(=O)OC(C)(C)C)CC2)cc1 the results were Imprint erasure -16%[10.9 µM], p53ts 39C tox 41%[activator], p53ts 32C tox 54%[activator] and IkB sig inh 2.6%.
Cn1c(Cc2csc(N)n2)nnc1SC/C=C/c1ccccc1 was read as Imprint erasure -17%, p53ts 39C tox 4%, p53ts 32C tox 4% and IkB sig inh 2.5%.
For CN1CCN(C(=O)C2(NC(=O)Nc3cccc(F)c3)CCCCC2)CC1 the results were Imprint erasure 10%, p53ts 39C tox 8%, p53ts 32C tox 6% and IkB sig inh -0.3%.
Screening Cc1c(F)cccc1NS(=O)(=O)c1cccs1 returned Imprint erasure -9%[10.9 µM], p53ts 39C tox 35%[activator], p53ts 32C tox -1% and IkB sig inh 3.5%.
Screening CC1=CC(C)(C)Nc2ccc(CSc3ccccc3)cc21 returned Imprint erasure -1%[10.9 µM], p53ts 39C tox 13%[9.22 µM], p53ts 32C tox -5%[9.22 µM] and IkB sig inh -1.1%[11.4 µM].
Screening Cc1cccc(N2CCN(C(=O)c3cc4c(=O)[nH]c5ccc(C)cc5c4s3)CC2C)c1 (centres undefined) returned Imprint erasure -11%[10.9 µM], p53ts 39C tox -12%, p53ts 32C tox 0% and IkB sig inh inconclusive.
`Cc1cc(C(=O)NP(=O)(N2CCOCC2)N2CCOCC2)c(C)n1-c1ccc(N(C)C)cc1` gave p53ts 39C tox 3% and p53ts 32C tox inconclusive.
Screening Cc1ccc(-n2nnc(-c3nsc(NC(=O)c4ccccc4C)n3)c2C)cc1Cl returned Imprint erasure -4%[10.9 µM], p53ts 39C tox -16%, p53ts 32C tox -1% and IkB sig inh -0.9%.
`CCOc1ccc(-c2nnc(SCC(=O)Nc3ccccc3C(F)(F)F)o2)cc1` gave Imprint erasure -13%[10.9 µM], p53ts 39C tox 11%, p53ts 32C tox 2% and IkB sig inh -0.4%.
Screening CCn1c(SCC(=O)Nc2ccccc2)nnc1-c1ccc(S(=O)(=O)N2CCOCC2)cc1 returned Imprint erasure -16%, p53ts 39C tox 1%, p53ts 32C tox -2% and IkB sig inh 2.3%.
Cc1nnc(N2C(=O)c3oc4ccccc4c(=O)c3C2c2ccc(Cl)cc2)s1 (centres undefined) was read as Imprint erasure -6%[10.9 µM], p53ts 39C tox 33%[activator], p53ts 32C tox 7% and IkB sig inh -1.8%.
`O=C(NCCc1c[nH]c2ccccc12)c1cnc2n(c1=O)CCS2` gave p53ts 39C tox inconclusive and p53ts 32C tox -14%.
Screening Cc1cc(C(=O)N2CCN(c3ccccn3)CC2)no1 returned p53ts 39C tox 3% and p53ts 32C tox -3%.
For CC1(C)CC(=O)C(C=NCCN2CCN(C(=O)c3ccccc3)CC2)=C(O)C1 the results were Imprint erasure -3%, p53ts 39C tox 10%, p53ts 32C tox -1% and IkB sig inh 1.4%.
Cc1ccc(OCCn2c(-c3ccc(Br)cc3)nc3ccccc3c2=O)cc1C was read as Imprint erasure -11%[10.9 µM], p53ts 39C tox -7%, p53ts 32C tox -3% and IkB sig inh -2.1%.
Screening Cc1cccc(NS(=O)(=O)c2ccc3c(c2)CCCN3C(=O)C2CCC2)c1C returned Imprint erasure 6%[10.9 µM], p53ts 39C tox -5%, p53ts 32C tox -4% and IkB sig inh 1.9%.
For CCNc1ncc2nc(C)c(=O)n(CCc3ccccc3)c2n1 the results were Imprint erasure -11%, p53ts 39C tox -14%, p53ts 32C tox 3% and IkB sig inh -1.6%[11.4 µM].
COc1cccc(C(=O)NCC2CCN(c3ccc(S(=O)(=O)N4CCOCC4)cc3)CC2)c1 was read as Imprint erasure -19%, p53ts 39C tox -2%, p53ts 32C tox 0% and IkB sig inh inconclusive.
`O=S(=O)(c1ccc(N2CCN(c3ccc(F)cc3)CC2)cc1)N1CCCC1` gave Imprint erasure 0%, p53ts 39C tox 5%, p53ts 32C tox 2% and IkB sig inh 1.9%.
O=C1CC(C(=O)NCc2ccccc2)N=C(N2CCCCC2)N1 (centres undefined) was read as Imprint erasure 15%, p53ts 39C tox 4%, p53ts 32C tox 8% and IkB sig inh -0.1%.
CCOc1ccc(C(C)=O)cc1CSc1nnc(-c2cccs2)n1CC1CCCO1 (centres undefined) was read as Imprint erasure -9%, p53ts 39C tox -6%, p53ts 32C tox -1% and IkB sig inh 0.0%.
Cc1oc2ccc(O)c(CN3CCOCC3)c2c1C(=O)Nc1ccc(C(C)C)cc1 was read as Imprint erasure -5%[10.9 µM], p53ts 39C tox 0%, p53ts 32C tox 0% and IkB sig inh inconclusive.
C=CCSc1nc(C)c(CC(=O)OCCCC)c(=O)[nH]1 was read as Imprint erasure -5%, p53ts 39C tox -12%, p53ts 32C tox 1% and IkB sig inh 0.5%.
`O=C(Cc1cccs1)NCc1ccc(F)cc1` gave Imprint erasure -24%, p53ts 39C tox -6%, p53ts 32C tox -10% and IkB sig inh 0.2%.
O=C(COC(=O)c1cncc(Br)c1)NCC1CCCO1 (centres undefined) was read as Imprint erasure -5%, p53ts 39C tox -2%, p53ts 32C tox 8% and IkB sig inh 0.3%.
For COc1ccccc1CNS(=O)(=O)c1ccc2c(c1)NC(=O)C(C)C(=O)N2 (centres undefined) the results were Imprint erasure -8%[10.9 µM], p53ts 39C tox -12%, p53ts 32C tox 7% and IkB sig inh 0.7%.
O=C(C1=COCCO1)N1CCN(S(=O)(=O)c2cccc(Cl)c2Cl)CC1 was read as Imprint erasure -2%, p53ts 39C tox -3%, p53ts 32C tox 1% and IkB sig inh 0.5%.
`COc1ccc2nc(NC(=O)c3nc(SCc4ccccc4F)ncc3Cl)sc2c1` gave Imprint erasure 14%[10.9 µM], p53ts 39C tox -20%, p53ts 32C tox 5% and IkB sig inh -0.4%.
Cc1c(C)n(Cc2ccccc2)c2ncnc(N)c12 was read as Imprint erasure -23%, p53ts 39C tox -1%, p53ts 32C tox 9% and IkB sig inh inconclusive.
O=C(Nc1ccc(Cl)c(-c2nc3cc(Cl)ccc3o2)c1)c1cc2ccccc2o1 was read as Imprint erasure 12%[10.9 µM], p53ts 39C tox inconclusive, p53ts 32C tox -25% and IkB sig inh 5.4%.
Cc1ccccc1CNC(=O)c1ccc(NC(=O)N2CCCCc3ccccc32)cc1 was read as Imprint erasure -10%[10.9 µM], p53ts 39C tox -5%, p53ts 32C tox 4% and IkB sig inh 0.8%.
For O=C(Nc1ccccc1F)C1CCN(S(=O)(=O)c2ccc3c(c2)CCCN3C(=O)C2CCC2)CC1 the results were Imprint erasure -3%[10.9 µM], p53ts 39C tox -21%, p53ts 32C tox 7% and IkB sig inh inconclusive.
COC(=O)CCC(=O)N1CCc2cc(S(=O)(=O)N3CCN(c4ccccc4Cl)CC3)ccc21 was read as Imprint erasure -18%, p53ts 39C tox -6%, p53ts 32C tox -9% and IkB sig inh 3.6%.
CCOC(=O)Oc1c(OC)cc(C(=O)O[C@H]2C[C@H]3CN4CCc5c([nH]c6cc(OC)ccc56)[C@@H]4C[C@H]3[C@@H](C(=O)OC)[C@@H]2OC)cc1OC was read as Imprint erasure -32%[inhibitor][16.8 µM], p53ts 39C tox 4%[20.6 µM], p53ts 32C tox 5%[20.6 µM] and IkB sig inh -3.3%[25.6 µM].
CCOC(=O)c1cnc2ccccc2c1NCCO was read as Imprint erasure 1%, p53ts 39C tox -13%, p53ts 32C tox -5% and IkB sig inh -1.5%.
COc1ccc(OC)c(C2c3c(oc4ccccc4c3=O)C(=O)N2CCCN(C)C)c1 (centres undefined) was read as Imprint erasure -9%, p53ts 39C tox 4%, p53ts 32C tox 3% and IkB sig inh 2.2%.
Screening COc1ccc(OC)c(NS(=O)(=O)c2ccc3c(c2)C(C)(C)C(=O)N3C)c1 returned Imprint erasure -8%[10.9 µM], p53ts 39C tox 14%, p53ts 32C tox 1% and IkB sig inh -2.0%.
Cc1ccc(-c2nc(CS(=O)(=O)CC(=O)N3CCc4ccccc4C3)c(C)o2)cc1 was read as Imprint erasure -10%, p53ts 39C tox -5%, p53ts 32C tox 7% and IkB sig inh inconclusive.

Structures from the list above that contain a furan ring, fused or not:
Cc1oc2ccc(O)c(CN3CCOCC3)c2c1C(=O)Nc1ccc(C(C)C)cc1 was read as Imprint erasure -5%[10.9 µM], p53ts 39C tox 0%, p53ts 32C tox 0% and IkB sig inh inconclusive.
O=C(Nc1ccc(Cl)c(-c2nc3cc(Cl)ccc3o2)c1)c1cc2ccccc2o1 was read as Imprint erasure 12%[10.9 µM], p53ts 39C tox inconclusive, p53ts 32C tox -25% and IkB sig inh 5.4%.

2 compounds drawn at random from those above:
For O=C(Nc1ccccc1F)C1CCN(S(=O)(=O)c2ccc3c(c2)CCCN3C(=O)C2CCC2)CC1 the results were Imprint erasure -3%[10.9 µM], p53ts 39C tox -21%, p53ts 32C tox 7% and IkB sig inh inconclusive.
For COc1ccccc1CNS(=O)(=O)c1ccc2c(c1)NC(=O)C(C)C(=O)N2 (centres undefined) the results were Imprint erasure -8%[10.9 µM], p53ts 39C tox -12%, p53ts 32C tox 7% and IkB sig inh 0.7%.

Grouped by structure: the entries above with a CF3 group.
Screening CC(C)CN1CC[C@@]2(CCCN(C(=O)c3cc(C(F)(F)F)cc(C(F)(F)F)c3)C2)C1 returned p53ts 39C tox 0%, p53ts 32C tox -2% and IkB sig inh 6.0%[11.4 µM].
`CCOc1ccc(-c2nnc(SCC(=O)Nc3ccccc3C(F)(F)F)o2)cc1` gave Imprint erasure -13%[10.9 µM], p53ts 39C tox 11%, p53ts 32C tox 2% and IkB sig inh -0.4%.

More records
Screening O=C(NC1CCCC1)C(c1ccccc1)N(C(=O)c1ccco1)C1CCCC1 (centres undefined) returned p53ts 39C tox 2% and p53ts 32C tox 3%.
`O=C(NC1CCN(C(=S)NCc2ccco2)CC1)c1ccc(F)cc1` gave p53ts 39C tox -17% and p53ts 32C tox 1%.
For COc1ccccc1/C=C/c1nc(C#N)c(N2CCCCCC2)o1 the results were Imprint erasure -6%[10.9 µM], p53ts 39C tox -1%, p53ts 32C tox -5% and IkB sig inh inconclusive.
`CCS(=O)(=O)N1CCc2cc(C(=O)NCc3ccc(Cl)cc3)ccc21` gave Imprint erasure -11%[10.9 µM], p53ts 39C tox -17%, p53ts 32C tox -4% and IkB sig inh inconclusive.
For O=C(O)Cn1c(SCCOc2ccccc2F)nc2ccccc21 the results were Imprint erasure 0%, p53ts 39C tox 6%, p53ts 32C tox -6% and IkB sig inh -1.2%.
Screening Cc1coc2cc3oc(=O)c4c(c3cc12)CCCC4 returned Imprint erasure -3%, p53ts 39C tox 11%, p53ts 32C tox 4% and IkB sig inh -1.8%.
`CC(C)CNC(=O)CN(C1CCCCC1)S(=O)(=O)c1ccccc1` gave Imprint erasure -12%, p53ts 39C tox -1%, p53ts 32C tox 16% and IkB sig inh 1.1%.
`COc1ccc(CCC2(C)NC(=O)NC2=O)cc1` (centres undefined) gave Imprint erasure -5%, p53ts 39C tox -2%, p53ts 32C tox 1% and IkB sig inh -0.6%.
